Source: PubChem BioAssay (several laboratories)
HIV fusion peptide: cell-free HIV fusion peptide-binding blockers – biochemical, uHTS, fluorescence dequenching, primary screen (AID 1986) | cell-free peptide binding, fluorescence dequenching, 30 min; higher % means a stronger effect | inhibition, % at 20 µM, or IC50 in µM where a hit was titrated | actives 0.3% (n = 290,000); in the data active = inhibition mostly above about 52%, no sharp cut-off; inactive = mostly below about 76%; also: some results filed as inactive read as strong as hits
GPR35 antagonists: GPR35 antagonists blocking zaprinast-driven arrestin recruitment, primary screen, imaging, U2OS, beta-arrestin-GFP, zaprinast agonist (AID 2058) | U2OS GPR35 beta-arrestin-GFP translocation imaging, zaprinast antagonism; higher % means a stronger effect | inhibition, % at 10 µM; hits with a dose series show IC50 in µM | actives 0.052% (n = 290,000);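 active = inhibition of at least 50% with at least 30 cells and total cytoplasm GFP at most 10,000,000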
GPR55 antagonists: GPR55 antagonists blocking LPI-driven arrestin recruitment, primary screen, imaging, U2OS, beta-arrestin-GFP, LPI agonist (AID 2013); U2OS GPR55 beta-arrestin-GFP translocation imaging, LPI antagonism; higher % means a stronger effect; inhibition, % at 10 µM; hits with a dose series show IC50 in µM; actives 0.13% (n = 290,000);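 active = spots per cell inhibited over 60%, with over 100 cells counted and total cytoplasm intensity under 500,000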;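 also: U2OS cells stably carrying GPR55 and arrestin-GFP stimulated by 5 µM LPI near EC80; imaged beta-arrestin-GFP aggregate spots per cell after agonist stimulation; plate controls were LPI-stimulated DMSO wells for no effect and DMSO wells without LPI for full effect; some results filed as inactive read as strong as hits; confirmed hits need IC50 under 10 µM and bright autofluorescent wells are also inconclusive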
NOD1 inhibition: NOD1 signaling inhibitors, primary screen, cell-based, luminescence, uHTS (AID 1578) | actives 1% (n = 290,000) | NOD1-driven NF-kB luciferase reporter cells, luminescence; higher % means a stronger effect | inhibition, % at 4 µM, or EC50 in µM where a hit was titrated; in the data active = inhibition mostly above about 36%, no sharp cut-off; inactive = mostly below about 34%;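 also: HEK-293T reporter cells stimulated with the NOD1 agonist gamma-tri-DAP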
West Nile virus CPE: West Nile virus antiviral activity, cell-based, CPE readout (AID 1621). West Nile virus-infected cells, CPE inhibition; higher % means a stronger effect. CPE inhibition, % at 10 µM, or IC50 in µM where a hit was titrated. actives 0.02% (n = 290,000); in the data active = a potency from the dose series; also: strong numbers were not always called active
Dengue-2 NS5 capping: Dengue-2 NS5 methyltransferase inhibitors, primary screen, biochemical, confirmation dose response (AID 588689) | actives 0.3% (n = 340,000) | one-dose inhibition, % at 25 µM; IC50 in µM for titrated hits | Dengue-2 NS5 methyltransferase capping enzyme assay, biochemical; higher % means a stronger effect; in the data active = a potency from the dose series
KOR beta-arrestin-1: kappa opioid receptor activators – cell-based, luminescence, uHTS, primary screen (AID 1777); actives 0.02% (n = 280,000); one-dose activation, % at 10 µM; EC50 in µM for titrated hits; KOR beta-arrestin recruitment, luminescence; higher % means a stronger effect; in the data active = activation above about 50%, passing the limit was not always enough; also: a part of the inactive calls stands beside numbers as strong as those of hits
GPR55 activation: selective activators of receptor GPR55 – imaging, U2OS cells, beta-arrestin-GFP redistribution, primary screen (AID 1961); U2OS GPR55 beta-arrestin-GFP redistribution imaging; higher % means a stronger effect; one-dose activation, % at 10 µM; EC50 in µM for titrated hits; actives 0.048% (n = 290,000);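 active = activation above 40% with more than 50 cells counted in the well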;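 also: U2OS osteosarcoma cells stably expressing GPR55 and beta-arrestin-GFP; plate controls were DMSO negative control for no effect and LPI positive control for full effect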
KOR beta-arrestin-2: KOR antagonists, beta-arrestin recruitment, cell-based, luminescence, uHTS (AID 1778); KOR beta-arrestin recruitment, luminescence, antagonist mode; higher % means a stronger effect; inhibition, % at 10 µM, or IC50 in µM where a hit was titrated; actives 0.091% (n = 290,000); in the data active = inhibition above about 50%; also: strong numbers were not always called active
Dengue-2 NS5 capping pilot replicate: also measured in Dengue-2 NS5 capping; calls as there; inhibition, %; measured here: pilot screen replicate inhibition
Active calls of the source: *; nt = no result given; [ ] = remark or other dose. The list is partial, so the mix of outcomes need not match the whole.

SMILES	HIV fusion peptide	GPR35 antagonists	GPR55 antagonists	NOD1 inhibition	West Nile virus CPE	Dengue-2 NS5 capping	KOR beta-arrestin-1	GPR55 activation	KOR beta-arrestin-2	others
CCN(CC)CCCN1C(=O)C(O)=C(C(=O)c2cc3ccccc3o2)C1c1ccccn1 (centres undefined)	-0.6%	3%	-8%	-13%	0.1%	6%	1.5%	-0.2%	21%
O=C1NC(=NCc2ccccc2)S/C1=C/c1ccc(O)cc1	-3.8%	8%	10%	37%	1.8%	-2%	-1.5%	0.3%	17%
CS(=O)(=O)N1CCCC(C(=O)Nc2ccccc2)C1 (centres undefined)	2.9%	15%	-8%	-16%	-0.2%	nt	-3.0%	-0.2%	-5%[20 µM]
CC(C)c1nc(SCC(=O)c2c[nH]c3ccccc23)n[nH]1	-1.8%	-5%	4%	15%	-0.3%	2%	2.4%	-0.1%	5%
CCOc1cc2[nH]c(=O)n(Cc3ccc(C(=O)NCCOC)cc3)c(=O)c2cc1OCC	0.2%	2%	1%	-8%	nt	2%	-6.3%	0.4%	-2%
Cc1ccc(C(=O)CSc2nnc(COc3cccc(C)c3)o2)cc1	1.7%	15%	7%	-24%	-0.5%	7%	3.7%	0.1%	-26%
CCn1c(SCc2cccc(C)c2)nnc1-c1ccccc1	0.2%	17%	10%	-27%	0.2%	-4%	4.7%	-0.1%	-23%
CC(C)(C)NC(=O)NC(=O)CN1CCCc2ccccc21	0.1%	14%	7%	-11%	-0.2%	27%	13%	-0.4%	22%
CC(C)[C@H](NC(N)=O)C(=O)Nc1ccc(Oc2ccccc2)cc1	-0.1%	-4%	-2%	-14%	-0.2%	nt	-3.4%	0.2%	-2%
Nc1nc(-c2ccc(Cl)cc2Cl)cn1N	-0.3%	-18%	4%	-4%	-0.2%	2%	0.6%	0.7%	20%
Cc1ccc(CCN2CC(C(=O)NCCCN3CCOCC3)CC2=O)cc1 (centres undefined)	0.5%	0%	1%	-7%	0.5%	5%	1.9%	0.0%	-1%
COc1ccc(N(Cc2ccccc2)S(=O)(=O)c2ccc(C)cc2)cc1	0.6%	-8%	7%	-3%	-1.4%	nt	-1.0%	-0.1%	-4%[20 µM]
CC1CC(C)CN(S(=O)(=O)c2ccc(Cl)cc2)C1 (centres undefined)	1.0%	4%	2%	4%	-1.2%	3%	2.2%	-0.3%	-24%
COCCn1c(=NC(=O)CCS(=O)(=O)c2ccccc2)sc2c(OC)ccc(OC)c21	1.4%	3%	5%	-6%	0.9%	-7%	-4.3%	-0.2%	21%
COCCCNC(=O)CC(=O)N/N=C\c1ccc(SC)cc1	-0.3%	-8%	-4%	33%	0.0%	-22%	nt	0.0%	-7%[20 µM]
CCO/N=C(\N)c1[nH]ncc1Br	-0.7%	0%	14%	-12%	0.3%	-5%	4.2%	-0.1%	-12%
CCOC(=O)/C(C#N)=C/c1cn(CCC(=O)O)nc1-c1ccc(Br)cc1	4.7%	-4%	2%	-27%	0.0%	-8%	-10%	0.0%	4%
CCc1cc(Br)ccc1NC(=S)NCCc1ccccc1	0.4%	-9%	-10%	0%	-0.9%	-3%	5.4%	0.5%	-12%
O=C(Nc1cccc(-c2cc3ccccc3oc2=O)c1)c1ccc(Br)o1	-0.7%	24%	6%	1%	0.0%	-5%	5.6%	-0.2%	12%
O=C(N/C(=C/c1ccc2c(c1)OCO2)C(=O)N1CCOCC1)c1cccs1	2.5%	0%	6%	5%	-0.8%	-3%	-5.3%	0.0%	24%
Cc1ccc2nc(SCC(=O)Nc3ccc4c(c3)CCC4)[nH]c2c1	-3.1%	4%	-8%	29%	-1.4%	-2%	-0.3%	0.4%	13%
Cc1nn(C)cc1C(C(=O)NC1CCCCC1)N(C(=O)c1cnccn1)c1ccc(Oc2ccccc2)cc1 (centres undefined)	-1.1%	-16%	3%	-17%	-1.1%	-2%	-0.8%	0.1%	30%
COc1ccc(CNC(=O)Nc2ccc(C)cc2)cc1	-1.1%	8%	-25%	-23%	0.1%	-1%	0.8%	-0.1%	-16%
C=CCc1cccc2cc(C(=O)NCc3cccnc3)c(=O)oc12	-2.4%	2%	1%	-30%	0.1%	-5%	-3.0%	-0.1%	-2%
CC(C)CC(=O)Nc1ccc(S(=O)(=O)NCc2ccco2)cc1	2.3%	5%	5%	22%	-1.4%	3%	-4.2%	0.0%	1%	Dengue-2 NS5 capping pilot replicate=-6.7
CC(=O)c1cccc(NS(=O)(=O)c2ccc(N/C=C\C(=O)c3ccc(C)cc3)cc2)c1	0.1%	7%	-4%	-15%	-0.6%	-8%	-3.2%	0.0%	-2%
CCC1CCCCN1C(=O)CSC1=NN2CCCC(=O)N=C2S1 (centres undefined)	-0.8%	-10%	11%	-7%	0.2%	-3%	-2.3%	-0.1%	6%
O=C(N/N=C1\CCCc2ccccc21)c1ccc([N+](=O)[O-])cc1Cl	-2.1%	6%	4%	-2%	-0.1%	-2%	6.7%	-0.1%	-12%
CCn1cc(C(=O)O)c(=O)c2cnc(N3CCN(C(=S)Nc4ccccc4)CC3)nc21	-2.3%	-4%	-9%	8%	0.1%	-9%	0.4%	0.2%	-4%
O=C1C(=Cc2cccn2-c2ccccc2)C(=O)c2ccccc21	50%	-6%	1%	-12%	0.8%	5%	2.0%	0.0%	-53%
CCn1c(SCC(=O)NNC(=O)c2ccc(OC)cc2)nnc1C(C)C	-0.1%	3%	8%	-10%	0.1%	-6%	-5.0%	-0.2%	-10%
CC(/C=N/n1c(COc2ccccc2)n[nH]c1=S)=C\c1ccco1	16%	-9%	14%	0%	0.1%	-1%	-1.4%	1.1%	-11%
CCOC(=O)/C(C(N)=NCCO)=C(/O)c1ccccc1	-1.9%	5%	12%	-15%	-0.2%	4%	3.8%	0.2%	-65%
CCn1c(CCNC(=O)c2ccc(Cl)cc2)nnc1SCC(=O)NC1CCCC1	0.1%	-7%	0%	5%	0.1%	-6%	3.6%	0.5%	-46%
CCOc1ccc(NC(=O)CCC(=O)NNC(=O)c2ccco2)cc1	0.6%	-10%	4%	-18%	0.6%	-5%	-1.1%	-0.6%	12%
Cc1cccc(C)c1NC(=O)CC(C)c1ccccc1 (centres undefined)	-0.4%	-4%	8%	-18%	-0.5%	-3%	1.3%	-0.1%	-8%[20 µM]
CCOC(=O)N1CCN(C(=O)CN(c2ccc(C)cc2)S(=O)(=O)c2c(C)noc2C)CC1	0.9%	24%	3%	-34%	0.2%	-7%	0.1%	0.2%	-30%
Cc1ccc(C(=O)Oc2ccc(C(=O)COC(=O)c3cnccn3)cc2)cc1	1.0%	5%	0%	15%	0.5%	-13%	-1.8%	-0.1%	6%
C=CCc1cccc(/C=N/NC(=O)C(C)Nc2cccc(C)c2)c1O (centres undefined)	-2.7%	-12%	-8%	54%*	-0.7%	-1%	0.8%	-0.7%	18%
Cn1cc2cccc([N+](=O)[O-])c2n1	-1.0%	6%	-2%	-41%	0.2%	nt	-0.6%	0.2%	-35%
COc1ccc(N2C(=O)C(=O)/C(=C(/O)c3ccc(C)cc3)C2c2cccnc2)cc1 (centres undefined)	3.0%	-14%	5%	4%	1.6%	-1%	1.0%	-0.1%	-10%
O=[N+]([O-])c1ccccc1COc1ccc(Cl)c2cccnc12	-1.6%	2%	3%	-7%	0.2%	-8%	-4.2%	-0.1%	-16%
C=CCCC(=O)Nc1nc(C)c(-c2csc(Nc3ccc(Cl)cc3Cl)n2)s1	40%	2%	-9%	-24%	-0.5%	-10%	-1.8%	-0.1%	-10%
CCOC(=O)c1ccccc1NC(=O)CC(C)CC(=O)O (centres undefined)	-0.8%	4%	6%	12%	0.3%	1%	-1.6%	-0.4%	19%
CCc1ccc(CN(C)Cc2nc(-c3cccc(Cl)c3)no2)nc1	0.5%	0%	10%	-21%	-0.4%	0%	nt	-0.1%	-5%[20 µM]
CC(=O)c1ccc(OCC(=O)c2cc(C)n(-c3ccc4c(c3)OCO4)c2C)cc1	2.2%	14%	11%	57%	0.9%	4%	2.1%	-0.2%	-8%
Cc1nnc(SCC(=O)Nc2nc(-c3ccccc3)cs2)n1N	7.0%	1%	-6%	10%	0.0%	-3%	9.9%	-0.3%	-16%
CC(=O)Nc1nnc(-c2c(-c3c(Cl)cccc3Cl)noc2C)o1	-0.9%	8%	9%	-6%	1.0%	-1%	4.2%	-0.1%	6%
CCCCC(=O)NC(=S)Nc1ccccc1N1CCCCC1	-1.4%	8%	22%	-4%	-0.2%	3%	3.5%	0.4%	33%
COc1ccc(NC(=O)COc2ccccc2F)cc1S(=O)(=O)N1CCCCC1	0.1%	-10%	5%	-26%	-1.0%	-6%	0.9%	-0.1%	6%
Cc1ccc(C(=O)N(C)c2nnc(-c3ccncc3)s2)cc1	4.3%	38%	-12%	-32%	0.1%	-6%	nt	0.1%	-43%[20 µM]
O=C(NCc1ccc(F)cc1)c1cnc2sccn2c1=O	2.4%	7%	0%	nt	-0.1%	-1%	-2.9%	0.2%	37%
C/C(=N\Nc1nc2ccccc2[nH]1)c1ccc2c(c1)OCO2	-3.4%	-11%	-8%	-38%	0.0%	-3%	0.6%	0.5%	-4%

2 records drawn at random from those above, as already listed:
SMILES	HIV fusion peptide	GPR35 antagonists	GPR55 antagonists	NOD1 inhibition	West Nile virus CPE	Dengue-2 NS5 capping	KOR beta-arrestin-1	GPR55 activation	KOR beta-arrestin-2	others
O=C(NCc1ccc(F)cc1)c1cnc2sccn2c1=O	2.4%	7%	0%	nt	-0.1%	-1%	-2.9%	0.2%	37%
O=[N+]([O-])c1ccccc1COc1ccc(Cl)c2cccnc12	-1.6%	2%	3%	-7%	0.2%	-8%	-4.2%	-0.1%	-16%

By substructure, the compounds so far with an aryl methoxy group
SMILES	HIV fusion peptide	GPR35 antagonists	GPR55 antagonists	NOD1 inhibition	West Nile virus CPE	Dengue-2 NS5 capping	KOR beta-arrestin-1	GPR55 activation	KOR beta-arrestin-2	others
COc1ccc(N(Cc2ccccc2)S(=O)(=O)c2ccc(C)cc2)cc1	0.6%	-8%	7%	-3%	-1.4%	nt	-1.0%	-0.1%	-4%[20 µM]
COCCn1c(=NC(=O)CCS(=O)(=O)c2ccccc2)sc2c(OC)ccc(OC)c21	1.4%	3%	5%	-6%	0.9%	-7%	-4.3%	-0.2%	21%
COc1ccc(CNC(=O)Nc2ccc(C)cc2)cc1	-1.1%	8%	-25%	-23%	0.1%	-1%	0.8%	-0.1%	-16%
CCn1c(SCC(=O)NNC(=O)c2ccc(OC)cc2)nnc1C(C)C	-0.1%	3%	8%	-10%	0.1%	-6%	-5.0%	-0.2%	-10%
COc1ccc(N2C(=O)C(=O)/C(=C(/O)c3ccc(C)cc3)C2c2cccnc2)cc1 (centres undefined)	3.0%	-14%	5%	4%	1.6%	-1%	1.0%	-0.1%	-10%
COc1ccc(NC(=O)COc2ccccc2F)cc1S(=O)(=O)N1CCCCC1	0.1%	-10%	5%	-26%	-1.0%	-6%	0.9%	-0.1%	6%
